SNCA expr inh: Primary qHTS assay for inhibitors of alpha-synuclein gene (SNCA) expression; HEK-293 SNCA-luciferase knock-in, luminescence, 24 h; Potency, µM (doses to about 57.2 µM), inactives show top-dose activity change, negative = inhibition, hits mostly inhibitors; hit rate 0.17% among 140,000;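 note: potency is the fitted concentration of half-maximal effect; plate controls were DMSO cells for no effect and cell-free wells for full effect; nearly all actives have a fitted effect of over 45% in size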
FLuc inh: Firefly luciferase inhibition profiling of diverse chemical library using quantitative high-throughput screening; Luciferin 4-monooxygenase (Photinus pyralis), P08659; Potency, µM (series often up to 115 µM), without a hit: at the highest dose activity change, negative = inhibition, usual class: inhibitors; hit rate 2.5% among 76,000; purified P. pyralis luciferase, luminescence, biochemical; note: potency is the fitted concentration of half-maximal effect; nearly all actives have a fitted effect of over 65% in size
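Luminescence read by CCD imaging after purified firefly luciferase (10nM final) was added to substrate buffer holding 10uM D-luciferin and 10uM ATP, pH 7.5, pre-dosed with compound.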
IP6K1 inhibitor: Primary qHTS assay for small molecule inhibitors of Inositol hexaphosphate kinase 1 (IP6K1). Inositol hexakisphosphate kinase 1 (Homo sapiens), Q92551. IP6K1 kinase, ADP-Glo luminescence, 2 h; hits give low values. activity change, % (series mostly up to about 58 µM). hit rate 0.81% among 140,000; in the data active = activity change below about -25%
Target sequence (Q92551 whole entry, looked up): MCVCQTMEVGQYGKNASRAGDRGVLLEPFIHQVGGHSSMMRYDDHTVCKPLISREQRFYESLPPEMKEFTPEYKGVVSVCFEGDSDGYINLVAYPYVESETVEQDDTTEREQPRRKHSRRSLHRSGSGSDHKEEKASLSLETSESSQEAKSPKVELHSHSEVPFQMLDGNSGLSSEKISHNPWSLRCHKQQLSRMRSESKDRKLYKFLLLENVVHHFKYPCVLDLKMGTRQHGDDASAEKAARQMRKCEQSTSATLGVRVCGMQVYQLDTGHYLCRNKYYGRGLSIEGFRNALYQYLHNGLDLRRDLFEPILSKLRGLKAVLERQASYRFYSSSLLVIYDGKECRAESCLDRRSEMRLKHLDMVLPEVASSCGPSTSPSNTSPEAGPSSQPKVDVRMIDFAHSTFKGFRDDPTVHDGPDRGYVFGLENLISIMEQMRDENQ
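ADP-Glo luminescence measures ADP made by human IP6K1 during a 2 h RT reaction with ATP/IP6 (mix at 1.3 mM/130 uM); top library doses 57.5 and 19.1 uM final.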
HEK293 viab: GF-AFC viability counterscreen for inhibitors of alpha-synuclein gene (SNCA) expression | AID 1671193, 2021 | HEK-293-SNCA-luc viability, GF-AFC fluorescence, 24 h | hit rate 0.12% among 150,000 | Potency, µM (series often up to 57.1 µM), without a hit: at the highest dose activity change, negative = cytotoxicity, hits mostly cytotoxic;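 note: potency is the fitted concentration of half-maximal effect; 0% = DMSO-treated cells and -100% = medium-only wells without cells; nearly all actives have a fitted effect of over 30% in size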
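HEK-293-SNCA-luc cells (1500/well) plated 24 h, then exposed 24 h to a dilution series; GF-AFC added 30 min at 37C, fluorescence 405/540 nm; normalised to medium-only and DMSO wells, Hill fit.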
GPT2 inhibitor: Primary qHTS assay for inhibitors of Glutamate pyruvate transaminase 2 (GPT2). hit rate 0.25% among 100,000. Alanine aminotransferase 2 (Homo sapiens), Q8TD30. Potency, µM (highest dose often 57.7 µM), for the others: at the top dose activity change, negative = inhibition, hits mostly inhibitors. Recombinant GPT2, coupled pyruvate oxidase/HRP Amplex Red fluorescence; note: potency is the fitted concentration of half-maximal effect; nearly all actives have a fitted effect of over 60% in size; many of its hits are not listed in these tables
Target sequence (Q8TD30 whole entry, looked up): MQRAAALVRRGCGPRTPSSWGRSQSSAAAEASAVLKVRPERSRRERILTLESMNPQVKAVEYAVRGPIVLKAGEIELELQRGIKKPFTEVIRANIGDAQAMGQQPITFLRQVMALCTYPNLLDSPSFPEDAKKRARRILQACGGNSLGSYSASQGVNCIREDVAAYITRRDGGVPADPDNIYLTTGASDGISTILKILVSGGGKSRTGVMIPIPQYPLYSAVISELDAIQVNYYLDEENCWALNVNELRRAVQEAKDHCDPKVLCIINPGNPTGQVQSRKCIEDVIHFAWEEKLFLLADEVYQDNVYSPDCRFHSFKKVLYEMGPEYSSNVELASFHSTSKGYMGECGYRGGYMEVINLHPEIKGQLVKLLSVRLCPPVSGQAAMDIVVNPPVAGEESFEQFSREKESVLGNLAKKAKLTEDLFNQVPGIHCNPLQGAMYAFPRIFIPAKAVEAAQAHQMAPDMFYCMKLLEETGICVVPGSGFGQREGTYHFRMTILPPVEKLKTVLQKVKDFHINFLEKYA
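Fluorescence read-out: pyruvate from GPT2 turnover coupled to pyruvate oxidase, HRP and Amplex Red (0.2mM ThPP, 0.2U/mL PO and HRP, 50uM Amplex final). Substrates 250uM a-KG, 2mM L-alanine; enzyme 10ng/uL; 30 min RT.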
HEK293 tox: Cytotoxic Profiling in HEK 293 Cell Line of Diverse Libraries Using Quantitative High-Throughput Screening | HEK 293 viability, ATP luminescence (CellTiter-Glo), 48-72 h | Potency, µM (highest dose often 115 µM), without a hit: at the highest dose activity change, negative = cytotoxicity, usual class: inhibitors | hit rate 6.6% among 94,000 | AID 1345083, 2018; note: potency is the fitted concentration of half-maximal effect; nearly all actives have a fitted effect of over 60% in size
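Pintool-delivered compounds were incubated with HEK 293 cells (250 cells/well) at 37 degree Celsius for 48 or 72 hr. ATP-dependent luminescence (CellTiter-Glo) then reported remaining viable cells.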
3T3 cytotox: Cytotoxic Profiling in NIH 3T3 Cell Line of Diverse Libraries Using Quantitative High-Throughput Screening; NIH 3T3 viability, CellTiter-Glo ATP luminescence, 48-72 h; AID 1345082, 2018; hit rate 4.3% among 94,000; Potency, µM (highest dose often 96.7 µM), inactives show at the highest dose activity change, negative = cytotoxicity, hits mostly inhibitors; note: potency is the fitted concentration of half-maximal effect; nearly all actives have a fitted effect of over 55% in size
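Viability of NIH 3T3 cells after 48 or 72 hr compound treatment at 37 °C was assessed by CellTiter-Glo, with luminescence imaged following a 10 min room-temperature step.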
* hit, by the source's call; i = inactive; ? = inconclusive; / = not tested or not shown; & = joins results of further samples; [ ] = dose if it differs, or a comment. Unless noted, calls come from the whole dose curve; as a rule, active = well fitted curve in the direction sought with a large enough effect; inconclusive = small, poorly fitted or top-dose-only effect, or another doubt; inactive = no such curve, though single readings can be large; an effect the other way counts as inactive or inconclusive. Unless noted, % is set by controls: 0 for no effect and ±100 for the full control effect. This is a subset (hit frequency here may not be typical).

SMILES	SNCA expr inh	FLuc inh	IP6K1 inhibitor	HEK293 viab	GPT2 inhibitor	HEK293 tox	3T3 cytotox
COc1ccccc1NC(=O)CSC1=Nc2ccccc2C2=NC(CC(=O)NCc3ccccc3)C(=O)N12 (stereo not drawn)	-3%	/	-5	-1%	/	/	/
COCCOC1CN(C2CCN(Cc3cccc(F)c3)CC2)C12CCCCC2 (stereo not drawn)	-5%	6%	-1	-19%	i	?	-26%
Cn1ncc2c(C(=O)NCc3ccc(C(F)(F)F)cc3)cc(-c3ccccc3F)nc21	/	/	17	/	/	32µM*	?
OC[C@@H]1CNC[C@H]1C1CCN(CC2CCCCC2)CC1	?	-12%	-8	-13%[12.5 µM]	-5%	-25%	-9%
Cc1nnc(-c2cc(-c3cccnc3)ccn2)n1-c1ccccc1	26%[87.6 µM]	3%[172 µM]	-2	1%[87.6 µM]	2%[88.5 µM]	-6%[172 µM]	?
CC(=O)OC[C@]1(O)[C@H]2[C@H](OC(=O)CC(C)C)OC=C(CO[C@@H]3O[C@H](CO)[C@@H](O)[C@H](O)[C@H]3O)[C@H]2C[C@@H]1O	/	/	4	4%[23.9 µM]	-10%[27.3 µM]	/	/
CN(Cc1ccc(F)cc1)Cc1cccc2ccccc12	-14%[87.6 µM]	-3%[172 µM]	-11	?	2%[88.5 µM]	?	?
CC1=C2C(O)C(=O)OC(c3ccoc3)C2(C)CCC1O (stereo not drawn)	/	/	17	-14%	1%	/	/
CCO[C@H]1CN(C(=O)c2nc3ccccc3[nH]c2=O)C[C@@H]1O	9%	-4%	32	-9%	i	-11%	-8%
O=C(NCCc1ccncc1)c1coc(CN2CCN(c3ccccc3F)CC2)n1	-6%	0%	5	-3%	-51%	-24%	-29%
O=C(NCc1ccccc1F)c1ccc2c(c1)CN(Cc1ccncc1)CCO2	3%	-13%	4	-9%	i	?	-36%
CCC12CN3CC(CC)(CN(C1)C3c1ccc(OCc3ccccc3)cc1)C2=O (stereo not drawn)	?	/	4	6%	/	/	/
CCC1(C)CC(=O)c2c(ccc3oc(C(=O)NCc4ccccc4)c(C)c23)O1 (stereo not drawn)	98%[activator]	/	11	11%	/	/	/
O=C(Nc1ccncn1)[C@@H]1C[C@@H](c2ccc(F)cc2)N(Cc2ccccc2)C1	-4%[87.6 µM]	3%[172 µM]	-3	-2%[87.6 µM]	-27%[88.5 µM]	100µM*	79µM*
COc1ccc(OCC(O)CN2CCC(=O)N(Cc3ccccc3)Cc3cc4c(cc32)OCO4)cc1 (stereo not drawn)	/	/	12	/	/	45µM*	?
CCc1nc2cc(N3CCC(C(=O)NC(C)c4cccnc4)CC3)cnc2nc1CC (stereo not drawn)	46%[activator]	-3%	0	21%	i	-9%	-4%
CCOC(=O)c1cnc2ccc(OCC)cc2c1Nc1ccc(OCc2ccccc2Cl)cc1	37%[activator]	/	-9	-11%	/	/	/
COc1ccc2c(c1)CCN=C2C[C@H]1CN(C(=O)c2ccc(C#N)cc2)CC[C@H]1CC(=O)O	-29%	-11%	9	20%	i	-12%	-8%
Cc1cccc(OCC(=O)Nc2cccc(-c3nnc4n3CCCC4)c2)c1	-1%	-20%	0	-5%	i	?	-29%
COCCOc1ncccc1-c1noc([C@@H]2CCCN2C(C)C)n1	8%[87.6 µM]	-15%[172 µM]	0	3%[87.6 µM]	4%[88.5 µM]	-22%[172 µM]	-13%[138 µM]

Reprinted at random: 2 entries already listed, in no set order.
SMILES	SNCA expr inh	FLuc inh	IP6K1 inhibitor	HEK293 viab	GPT2 inhibitor	HEK293 tox	3T3 cytotox
CCC1(C)CC(=O)c2c(ccc3oc(C(=O)NCc4ccccc4)c(C)c23)O1 (stereo not drawn)	98%[activator]	/	11	11%	/	/	/
COc1ccc2c(c1)CCN=C2C[C@H]1CN(C(=O)c2ccc(C#N)cc2)CC[C@H]1CC(=O)O	-29%	-11%	9	20%	i	-12%	-8%

Other records follow.
SMILES	SNCA expr inh	FLuc inh	IP6K1 inhibitor	HEK293 viab	GPT2 inhibitor	HEK293 tox	3T3 cytotox
Cc1ccc(-c2cccc(CN3CCCC3C(=O)NCc3ccccc3)c2)cc1Cl (stereo not drawn)	/	/	12	/	/	50µM*	45µM*
COC(=O)[C@H](Cc1ccccc1)NC1CCN(c2cccc(NC(=O)CC3CCCC3)c2)CC1	-17%	-4%	26	-26%	i	40µM*	?
Cc1nn(-c2ccccc2)c(OC(=O)c2cccc(Br)c2)c1S(=O)(=O)c1ccccc1	20%	/	-18	18%	/	/	/
CCN1CCN(C(c2ccccc2Cl)c2c(O)cc(C)n(Cc3ccco3)c2=O)CC1 (stereo not drawn)	5%	/	11	2%	/	/	/
CCN(CC)c1ccc(CNCCCSc2nnnn2C)cc1	-9%	/	1	-7%	/	/	/
O=C(C1CCCC1)N1Cc2ccccc2NC(=O)C12CCNC2 (stereo not drawn)	-4%	/	-8	-7%	2%	1%	i
N#Cc1cccc(CN2C3CCC2CN(C(=O)c2ccncc2)C3)c1	11%[87.6 µM]	-4%[172 µM]	-5&-1	-3%[87.6 µM]	4%[88.5 µM]	-3%[172 µM]	-14%[138 µM]
Brc1ccc(CN2CCC(c3nc4ncccc4[nH]3)CC2)cc1	-12%&2%	-8%	1&-2	4%&1%	i	?	?
CCn1cc(-c2ccc(C)cc2)cc1C(=O)NCC1CCCO1 (stereo not drawn)	5%	?	7	-9%	-8%	?	?
Cc1noc(-c2ccn3c(CNC(=O)c4ccccn4)nnc3c2)n1	19%	7%	42	-17%	-1%	-14%	-4%
O=C(c1ccncc1)N1CCC2(CC1)CN(c1ncccn1)CC2CO (stereo not drawn)	-3%	5%	4	3%	i	2%	-5%
O=C(NCc1cccc(F)c1)N1CCc2nc3cc(-c4ccccc4)[nH]n3c(=O)c2C1	?	?	12	17%	-1%	?	?
COC(=O)c1cccc(NC(=O)C2CCc3sc(C(=O)N(C)C)cc3C2)c1 (stereo not drawn)	7%	-3%	4	-3%	-2%	45µM*	?
CCc1c(C(=O)N2CCCC3(CCNC3)C2)[nH]c2ccccc12 (stereo not drawn)	?	-4%	-1	-22%	-3%	?	-13%
Cc1ccc(C(=O)N2c3ccccc3CC2c2nc(C3CC3)no2)cn1 (stereo not drawn)	55%[activator]	/	-9	1%	4%	-11%	-30%
CC(C(=O)NC1CC1)[C@@H]1CC[C@@]2(C)CC[C@H](NC(=O)CC(C)(C)C)[C@@H](C)[C@@H]2[C@H]1O (stereo partly drawn)	2%[87.6 µM]	-1%[172 µM]	1	-2%[87.6 µM]	-2%[88.5 µM]	-2%[172 µM]	-7%[138 µM]
O=C(COc1ccc(F)cc1)N1CCC2(CC1)N=C(c1ccccc1)NC2=O	?	-4%	9	2%	i	-11%	-27%
COc1ccc(-c2onc(C)c2C)cc1S(=O)(=O)N(C)Cc1ccccc1	-7%	/	-11	4%	/	/	/
CCn1ncc(N2CCC(NC(=O)C(C)c3ccccc3)CC2)cc1=O (stereo not drawn)	-10%	7%	24	2%	i	-3%	-11%
Cc1ccc(-n2nc3c(N4CCC(C(=O)NCCc5ccccc5C)CC4)nnc(C)c3c2C)cc1	-10%	/	11	-5%	/	/	/
Cc1cc(=O)n(CC(=O)Nc2ccc(C)c(Cl)c2)c(N2CCC(C)CC2)n1	?	6%	9	-11%	i	32µM*	?
O=S(=O)(Nc1ccccc1C(F)(F)F)c1ccc(N2CCCCS2(=O)=O)cc1	-8%	/	28	6%	/	/	/
COc1ccc(NC(=O)c2cc(S(=O)(=O)N3CCOCC3)ccc2OC)cc1	14%	/	-11	-9%	/	/	/
O=C([C@H]1CCCN1C(=O)c1cccc(Cl)c1)N1CCC(N2CCOC2=O)CC1	7%	/	-6	1%	i	-10%	-11%
CN1CCN(C(c2ccccc2)c2sc3nc(-c4ccco4)nn3c2O)CC1 (stereo not drawn)	?	/	8	2%	/	/	/
Cc1ccc(CCNC(=O)c2ccc(CS(=O)(=O)Cc3cccc(C)c3)o2)cc1	-22%	/	11	-25%	/	/	/
CCOc1ccc(CCNC(=O)c2c3c(nc4ccccc24)C(=O)N(C2CCCCC2)C3)cc1	0%	/	-2	-2%	/	/	/
Cc1c(Cl)cccc1NC(=O)C(C)n1c(=O)cc(-c2ccccc2)c2c(C)nn(C)c21 (stereo not drawn)	-6%	/	11	9%	/	/	/
CN(CC1CCOC1)C(=O)Nc1ccccc1C(F)(F)F (stereo not drawn)	-22%	4%	15	-9%	i	-6%	i
Cc1ccc(CN[C@@H]2CO[C@H](CNC(=O)c3cccs3)[C@H]2O)cc1	-1%[87.6 µM]	0%[172 µM]	11	-13%[87.6 µM]	i	-3%[172 µM]	-4%[138 µM]
CC(=O)N1CCC(N2CC[C@H](c3nnc(-c4ccco4)o3)C2)CC1	-3%[87.6 µM]	5%[172 µM]	4	3%[87.6 µM]	i	2%[172 µM]	0%[174 µM]
CCOC(=O)[C@@H]1CN(C(=O)c2cccc(OC)c2)[C@H]2c3ccccc3O[C@@H]12	/	/	1	/	/	?	?
O=C(Nc1cccc(-c2ccc(F)cc2)c1)C1CCCN1C(=O)C1CCOCC1 (stereo not drawn)	-4%	-4%	3	-6%	i	-9%	-12%
Cn1ncc(N2CCC(CNC(=O)CN3CCOCC3)C2)cc1=O (stereo not drawn)	-4%	12%	11	0%	i	2%	-1%
COc1cccc(C2Cn3nnc(-c4nc(-c5ccc(OC)c(F)c5)no4)c3CO2)c1 (stereo not drawn)	2%	-9%	-22	0%	3%	?	?
C#CCNC(=O)C[C@@H]1CCN(C(=O)Nc2cccc(C(=O)OCC)c2)C[C@@H]1CC	-8%[87.6 µM]	-2%[172 µM]	-1	8%[87.6 µM]	0%[88.5 µM]	-22%[172 µM]	-17%[174 µM]
Cc1ccc(C(=O)N2CCC3(CC2)N(C)C(=O)CS3(=O)=O)cc1F	?	4%	21	-11%	1%	-5%	-15%
COc1cc(S(C)(=O)=O)ccc1Nc1nc2ccc(-c3ccc(NC(=O)[C@H](C)c4ccc(F)cc4)cc3)cn2n1	-15%	/	/	-20%	-5%	/	/
COc1ccc(NC(C)(C)C(=O)N2CCC3(CCN(C)CC3)C2)cc1	17%	-12%	0	-10%	?	-5%	-6%
COc1cc(C(=O)NCC(c2cccs2)S(=O)(=O)c2cccs2)cc(OC)c1OC (stereo not drawn)	23%	/	-12	-4%	/	/	/
COCCNc1ncc(-c2ccnc(C)c2)c2c1OCC2	33%[activator][87.6 µM]	-17%[230 µM]	-11	6%[87.6 µM]	i	?	?
CCC(=O)N1CCC(O)(c2ccccc2)[C@H](N(C)C)C1 (stereo partly drawn)	-20%	-3%	23	0%	i	3%	i

From PubChem BioAssay
